Screening results as filed in PubChem BioAssay.
Diaphorase inh = counter-screen for diaphorase-based assays: diaphorase inhibitors and chemical oxidizers | 190,000 compounds, 0.69% hits | AID 1217 | inhibition, % at 20 µM | diaphorase resazurin-to-resorufin fluorescence, NADH, 16 min; bacterial (C. kluyveri) enzyme, not human;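 active = primary screen inhibition at 20 µM above a set limit, cut at about 50% in these data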;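 note: plate controls were DMSO with full reaction for no effect and wells lacking NADH for full effect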
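material = Clostridium kluyveri diaphorase enzyme | amount = 0.14 U/mL diaphorase, enzyme working solution | schedule = incubation 16 min, room temperature | detection = fluorescence of resorufin formed from resazurin, Ex 544/Em 590 nm | benchmarks = positive control minus NADH, DMSO neutral control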
G6PDH CS = L. mesenteroides G6PDH inhibition counter-screen. Purified L. mesenteroides G6PDH, diaphorase/resazurin coupled fluorescence, 45 min. 200,000 compounds, 0.12% hits. inhibition, % at 5 µM. AID 1020
PMI act = phosphomannose isomerase (human) activation. P34949. purified human PMI, coupled resazurin fluorescence, 20 min; active compounds read high; 1 = vehicle control, 0 substrate-free wells. activation factor at 20 µM. 190,000 compounds, 0.005% hits. AID 1214;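 active = activation factor of 2 or more at 20 µM, relative to plate controls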
Target sequence (P34949 whole entry, looked up): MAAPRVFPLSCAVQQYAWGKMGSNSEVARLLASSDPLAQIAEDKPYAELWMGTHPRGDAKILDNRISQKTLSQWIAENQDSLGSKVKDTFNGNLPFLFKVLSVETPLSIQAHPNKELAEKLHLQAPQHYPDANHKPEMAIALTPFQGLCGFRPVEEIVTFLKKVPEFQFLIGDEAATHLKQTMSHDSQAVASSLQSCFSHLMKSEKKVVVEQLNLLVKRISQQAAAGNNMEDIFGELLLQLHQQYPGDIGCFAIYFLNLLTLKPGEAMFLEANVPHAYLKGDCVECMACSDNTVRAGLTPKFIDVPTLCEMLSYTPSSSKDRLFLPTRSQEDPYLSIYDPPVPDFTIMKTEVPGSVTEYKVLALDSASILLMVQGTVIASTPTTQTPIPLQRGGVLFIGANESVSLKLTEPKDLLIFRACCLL
Lmaj promast = Leishmania major promastigote growth inhibition; Leishmania major promastigotes, resazurin fluorescence viability; 200,000 compounds, 9% hits; AID 1063; inhibition, % at 10 µM;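 note: promastigotes grown with compound for 44 hours at 28 °C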
TLR4 MyD88 comp = inhibitors of human TLR4-MyD88 binding. O00206+Q99836. HeLa CL3-4 TLR4/MyD88 BLA complementation, FRET ratio. inhibition, % at 8.4 µM. 200,000 compounds, 0.18% hits. AID 861; in the data active = inhibition above about 25%;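 note: 0% = vehicle and 100% = reference inhibitor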
S1P3 antagonist = antagonists of human S1P3 receptor | Q99500 | CHO S1P3 NFAT-BLA reporter, FRET fluorescence, antagonist mode | inhibition, % at 4.98 µM | 170,000 compounds, 0.27% hits;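 active = inhibition above the plate cutoff, the mean inhibition of test wells on that plate plus 3 SD, cut at about 28% in these data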;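 note: cells challenged with S1P at its EC80 of 0.8 µM; blue over green emission ratio from cleaved BLA substrate after 4 h stimulation; 0% = S1P-stimulated wells and 100% = unstimulated DMSO-only wells; some compounds past the cut are filed as inactive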
Target sequence (Q99500 whole entry, looked up): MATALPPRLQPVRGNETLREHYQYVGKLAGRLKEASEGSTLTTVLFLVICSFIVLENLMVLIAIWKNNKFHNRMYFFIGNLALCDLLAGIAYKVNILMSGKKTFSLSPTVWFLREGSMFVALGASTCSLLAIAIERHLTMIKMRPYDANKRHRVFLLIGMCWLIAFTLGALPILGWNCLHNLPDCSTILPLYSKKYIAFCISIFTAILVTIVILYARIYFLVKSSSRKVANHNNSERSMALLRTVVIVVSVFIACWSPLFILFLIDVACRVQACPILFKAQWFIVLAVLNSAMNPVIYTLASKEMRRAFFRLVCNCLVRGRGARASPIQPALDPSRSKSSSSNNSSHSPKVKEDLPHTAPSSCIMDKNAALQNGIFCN
Hsp70 act = transcriptional activators of Hsp70 | activation, % at 10 µM | HeLa Hsp70 promoter luciferase reporter, luminescence; scaled: vehicle 0, proteasome-inhibitor control 100% | 200,000 compounds, 0.04% hits;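 active = activation above the mean across all tested compounds plus 3 SD, cutoff set per campaign, cut at about 5.5% in these data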;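 note: 100% = MG132 at 30 µM as the positive control and 0% = DMSO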
RAM network inh = blocks the yeast RAM network. inhibition, % at 50 µM. S. cerevisiae dse1pr::URA3 reporter, 5-FOA growth OD615, 2 d; analog-sensitive cbk1-as2 kinase mutant strain. 190,000 compounds, 1.8% hits;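 active = inhibition above a set limit, 3 SD over mean compound inhibition, cut at about 8.4% in these data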;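 note: 0% = DMSO-only wells with no growth and 100% = 10 µM 1-NA-PP1 full growth; inhibition rescues growth on 5-FOA so higher OD means more RAM inhibition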
PMI act satM6P = increases human PMI activity with near-saturating mannose 6-phosphate | coupled PMI enzyme assay, resazurin fluorescence, 20 min; active compounds read high; 1 = untreated enzyme, 0 = substrate-free blank | 190,000 compounds, 0.34% hits | activation factor at 20 µM | AID 1216;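 active = activation factor of 2 or more at 20 µM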
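Material: human phosphomannose isomerase with PGI, G6PDH, diaphorase coupling enzymes. Quantity: 15 ng/mL PMI. Medium: HEPES pH 7.4 buffer with MgCl2 and Tween-20. Reagent: Near-saturating mannose-6-phosphate, 1.0 mM. Compound: 20 µM single dose. Times: enzyme reaction with compound 20 min at room temperature. Detection: resorufin fluorescence at Ex 544/Em 590 nm.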
Diaphorase act = counter-screen for diaphorase-based assays: diaphorase activators and chemical reducers; Diaphorase/resazurin coupled assay, resorufin fluorescence, 16 min; active compounds read high; 1 = vehicle wells, 0 = NADH-free wells; 190,000 compounds, 0.005% hits; activation factor at 20 µM;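 active = diaphorase activity raised at least twofold by the compound at 20 µM; inactive = activation factor below 2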
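System – purified diaphorase enzyme from Clostridium kluyveri · Input – enzyme 0.07 U/mL final · Also added – final NADH 0.114 mM, resazurin 0.1 mM · Measured by – fluorescence of resorufin, 544 nm excitation, 590 nm emission · Timing – 16 min enzyme reaction, ambient temperature · Measure – resorufin increase flagging diaphorase activators or reducers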
Redox H2O2 prof = compounds producing H2O2 with reducing agent – biochemical, NIH compound library profiling, artefact control for MLSCN library redox annotation, primary screen. DTT-dependent redox cycling H2O2, phenol red/HRP absorbance; 100% = 100 µM peroxide control, 0% = buffer. 200,000 compounds, 0.03% hits. activation, % at 10 µM;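 active = activation of at least 50% relative to the plate's high and low controls in the primary single-dose screen; inactive = activation below 50%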;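 note: compound incubated with DTT at 0.8 mM final as the reducing agent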
* marks the source's active call; other numbers are inactive results; . = no result given. Cut-off read from the data, not from the text of the source, unless noted: active = inhibition above about 50%; inactive = the rest.

SMILES	Diaphorase inh	G6PDH CS	PMI act	Lmaj promast	TLR4 MyD88 comp	S1P3 antagonist	Hsp70 act	RAM network inh	PMI act satM6P	Diaphorase act	Redox H2O2 prof
OC(CNCc1ccccc1Cl)C(F)(F)F (stereo unspecified)	14	7	0.9	-2	-14	-18	-0.3	0.4	0.9	0.9	-0.3
O=C1CC(c2cccc(F)c2)c2c(c3ccccc3[nH]c2=O)O1 (stereo unspecified)	8	7	1.1	-10	-1	0	-0.1	5.2	1	0.9	0.4
CN(C(=O)COC(=O)C1CCN(S(=O)(=O)c2cccs2)CC1)c1ccccc1	-1	2	1.1	-1	2	6	0.7	-0.8	1.1	1	0.7
O=C(CN1CCN(c2ccc(F)cc2)CC1)N1N=CCC1c1ccccc1 (stereo unspecified)	19	2	0.9	-6	-11	.	-0.3	0.9	0.9	0.8	-7.9
Cc1ccc(NC(=O)CSc2nnc(Cc3cccn3C)n2-c2ccc(F)cc2)cc1	27	10	0.9	9	7	-10	0.1	1.7	1	0.7	-0.3
O=C1C2C3C=CC(C3)C2C(=O)N1c1nccs1 (stereo unspecified)	10	-2	0.8	-6	-9	14	0.2	1.2	0.9	0.9	1.1
CCOC(=O)C1CCCCN1Cc1cn[nH]c1-c1ccc(F)cc1F (stereo unspecified)	10	12	1	1	0	3	0.1	0.5	1	0.9	1.2
CCOC(=O)c1sc(C)c2c(=O)n(CC(=O)c3ccc(Br)cc3)nnc12	16	-3	1.1	-7	3	.	0.2	2.7	1	0.8	-0.3
O=C(c1ccc2c(c1)OCO2)C1CCCN(Cc2ccc3cccc(F)c3n2)C1 (stereo unspecified)	.	10	.	-5	1	-22	0.1	0.9	.	.	-0.3
COc1cccc(-c2cc(C(=O)N3N=C(C)CC3(O)C(F)F)c3ccccc3n2)c1 (stereo unspecified)	12	6	1	31	11	4	-0.2	-0.2	0.9	0.9	-0.9
CCCCOC(=O)c1ccc(NC(=O)c2cnc3n(c2=O)CCS3)cc1	4	1	1	1	-1	8	0.1	6.2	1	1	0.1
CCN(CC)c1ccc(NC(=O)CN2C(=O)CC(C)(C)S(=O)(=O)c3ccccc32)c(C)c1	18	3	0.8	-1	-10	-4	-0.3	1.1	0.7	0.8	-0.3
COc1ccc(C(=O)/C=C/C(=O)N(Cc2ccc3c(c2)OCO3)C(C(=O)NC2CCCCC2)c2ccncc2)c(O)c1 (stereo unspecified)	16	14	0.8	55*	2	8	-0.1	-0.3	0.9	0.8	-0.1
O=C(COC(=O)c1cc(Cl)ccc1Cl)NCCN1C(=O)CSC1=O	4	11	1	-6	10	-2	0.2	2.4	0.9	1	-0.2
Cc1ccc(NC(=O)C(=O)NCc2ccccn2)cc1	-3	10	1	-1	6	-6	-0.1	3.5	1	1	0.0
CCOC(=O)/C(C#N)=C\c1ccco1	18	5	1	-2	-4	.	0.1	1.4	1	0.8	-3.5
CCN(c1ccccc1)S(=O)(=O)c1cc([N+](=O)[O-])ccc1N	.	6	.	2	11	-2	-0.1	-0.6	.	.	-0.2
CCSc1nc2ccccc2n1Cc1cccc([N+](=O)[O-])c1	20	6	0.9	8	-2	.	-0.3	1.6	1	0.8	2.4
CC(C)OC(=O)c1c(NC(=O)c2cccs2)sc2c1CCCC2	15	5	0.9	-6	-12	14	-0.3	5.0	0.9	0.8	1.8
COc1cccc(-c2nnc(SCC(=O)Nc3cc(C)on3)o2)c1	11	2	1.1	-4	-10	-13	0.2	0.5	1	0.9	-0.2
Cc1ccc(S(=O)(=O)NCC(=O)N/N=C/c2ccccc2O)cc1	2	-1	1	0	3	10	0.3	0.6	1.2	1	-1.0
O=c1cc(-c2ccccc2Cl)oc2c(NS(=O)(=O)c3cc(Cl)cc(Cl)c3O)ccc(O)c12	49	13	1	-6	2	-19	-0.2	2.9	1.1	0.5	1.2
CCc1c(C)sc(NC(=O)c2ccc(Br)o2)c1C(=O)OC	-1	-2	1	3	0	4	0.4	9.1*	1	1	1.5
COCCCn1c(-c2ccc(S(=O)(=O)N3CCOCC3)cc2)csc1=Nc1ccccc1	14	10	1.1	-1	0	.	-0.4	3.2	1.2	0.9	0.0
N#CCCN/N=C(/Cc1nc2ccccc2[nH]1)c1cccc(Cl)c1	4	0	1.1	78*	12	.	0.4	1.2	1.3	1	0.1
COCc1ccc(C(=O)N2CCCC(C(=O)c3cc(F)ccc3F)C2)s1 (stereo unspecified)	2	4	1	-6	5	8	-0.2	5.0	1	1	-0.4
COc1ccc(N2CCn3c2nc2c3c(=O)n(CCc3ccccc3)c(=O)n2C)cc1	12	8	1	.	.	10	.	.	0.9	0.9	.
CCCNS(=O)(=O)c1ccc(NC(=O)c2cccnc2)cc1	3	-1	1	-9	9	.	-0.3	-0.2	1	1	0.2
C=CCN(CC=C)C(=S)NCCc1ccc(OC)c(OC)c1	14	8	0.8	-4	16	-5	-0.5	-0.1	0.9	0.9	0.5
Cc1cc(=O)oc2cc(OCC(=O)OCC(=O)NC3CC3)ccc12	3	7	1	1	1	-18	0.0	0.5	1	1	-2.0
O=C(Oc1c(Cl)cc(Cl)c2cccnc12)c1ccco1	19	25	0.8	98*	-8	.	-0.3	-1.4	0.9	0.8	0.5
CCN1/C(=C/c2sc(-c3ccccc3C)c[n+]2C)Sc2ccccc21	-6	-3	0.8	100*	6	36*	0.3	1.5	0.8	1.1	-0.5
Nc1nnc(Cc2ccc(Cl)c(Cl)c2)s1	7	-4	1	-6	-3	.	-0.4	1.1	1	0.9	-0.1
Cc1ccccc1NC(=O)N1CCN(C/C=C/c2ccccc2)CC1	1	-7	1.1	3	-10	-10	-0.1	-0.6	1	1	0.0
CCCCc1nc2ccccc2n1Cc1nnc2n1-c1ccccc1SC2	10	11	1.2	8	-1	-15	-0.4	0.3	1.1	0.9	-0.2
COc1ccc(-c2nn(-c3ccccc3)cc2/C=N/Nc2ccc3ccccc3n2)cc1OC	22	-10	1	51*	-17	-2	-0.3	2.0	0.9	0.8	-0.4
COc1ccc(CCNC(=O)COc2ccc(S(=O)(=O)N3CCOCC3)cc2)cc1OC	7	10	1	-3	-5	-16	-0.2	-0.2	1	0.9	-0.6
COC(=O)CCC(=O)Nc1cc(Cl)cc(Cl)c1	-10	10	1.1	-1	-4	-22	0.1	1.6	1	1.1	-0.8
Cc1cccc(C(=O)Oc2ccc(/C=N/O)cc2)c1	11	4	0.9	0	-15	.	-0.3	-1.9	0.9	0.9	1.1
Cc1cccc(Cn2cc(/C=C/[N+](=O)[O-])c3ccccc32)c1	22	-6	0.8	77*	13	.	-0.3	11*	0.9	0.8	2.0
Cc1ccc(S(=O)(=O)NC(C(=O)OCC(=O)NC(=O)c2cccn2C)C(C)C)cc1 (stereo unspecified)	33	8	1	-3	-2	-14	0.3	3.1	0.9	0.7	-0.4
Cn1nnnc1SCc1ccc(C(=O)Nc2nccs2)cc1	14	5	0.8	-1	2	5	-0.4	0.6	0.9	0.9	-0.6
O=C(CSc1nnc(-c2cccnc2)n1CCc1ccccc1)NCc1ccccc1	-1	2	1.1	-7	-5	.	-0.1	3.8	1.2	1	0.9
COc1ccc(C(=O)N/N=C/c2c(CO)cnc(C)c2O)cc1	15	-3	1.1	17	-8	5	0.1	1.7	1.4	0.9	-1.6
O=[N+]([O-])c1ccc(-c2nc(=S)c3c(o2)CCCC3)cc1	9	8	1.3	-4	-8	14	-0.1	0.8	1.4	0.9	0.0
CCc1cc2c(=O)c(-c3cnn(-c4ccccc4)c3)c(C(F)(F)F)oc2c(CN(C)C)c1O	-11	10	1.1	2	-2	9	-0.1	1.2	1.1	1.1	-0.3
COc1ccccc1N1CCN(C(C)C(=O)Nc2ccc(S(=O)(=O)N3CCOCC3)cc2)CC1 (stereo unspecified)	9	10	0.9	-3	6	-7	-0.4	0.4	0.9	0.9	-0.3
CCOc1cccc2c1OC1(C)CC2NC(=O)N1c1cccc(F)c1 (stereo unspecified)	6	4	1	1	0	-14	-0.1	1.0	1.1	0.9	1.6
COc1ccc(NS(=O)(=O)c2ccc(OC)c(NC(=O)CCC3CCCC3)c2)cc1	11	14	0.8	6	8	8	-0.1	2.4	1	0.9	-0.6
CCN(CC)C(=O)Cn1cc(S(=O)(=O)CC(=O)N2CCCCCC2)c2ccccc21	14	2	1.1	4	-2	6	-0.3	0.0	0.9	0.9	-0.5
Cc1cc(C)n2nc(SCC(=O)c3ccc[nH]3)nc2n1	25	-1	1.1	-4	-5	0	-0.2	1.3	1	0.8	0.7
CCCCN(C(=O)CN1C(=O)C2CC=CCC2C1=O)c1c(N)n(CCC)c(=O)[nH]c1=O (stereo unspecified)	16	1	0.8	-4	-6	-18	-0.2	-0.8	0.8	0.8	3.8
CCc1ccccc1N(C(C)=O)c1nc(CCl)cs1	6	0	1.1	4	-8	9	-0.2	2.7	1.1	0.9	-0.1
O=C(NC1CCS(=O)(=O)C1)OC1CCCCC1 (stereo unspecified)	-8	5	1.1	0	-23	-36	0.0	0.9	1	1.1	2.0
CC1CCCC(C(=O)O)N1C(=O)CCSC(=O)c1ccccc1 (stereo unspecified)	-11	2	1	-6	1	-17	-0.1	-0.1	1.1	1.1	-0.2
Cc1ccc(/C(O)=C2\C(=O)C(=O)N(CCCN(C)C)C2c2ccccn2)cc1 (stereo unspecified)	.	.	.	-1	-4	-23	0.2	.	.	.	3.1
CCCC(=O)NC1=C(C#N)C2(CCCCC2)Cc2ccccc21	-6	-5	1.1	38	0	.	-0.2	-0.1	1.1	1.1	0.0
O=C(NNc1cccc(Cl)n1)Nc1ccccc1	-7	8	1	39	2	.	-0.2	0.5	1	1.1	1.7

Another view of part of the listing above.
Second line of a record – Diaphorase inh, G6PDH CS, PMI act, Lmaj promast, TLR4 MyD88 comp, S1P3 antagonist, Hsp70 act, RAM network inh, PMI act satM6P, Diaphorase act, Redox H2O2 prof
CCCCN(C(=O)CN1C(=O)C2CC=CCC2C1=O)c1c(N)n(CCC)c(=O)[nH]c1=O (stereo unspecified)
 : 16, 1, 0.8, -4, -6, -18, -0.2, -0.8, 0.8, 0.8, 3.8
CCc1ccccc1N(C(C)=O)c1nc(CCl)cs1
 : 6, 0, 1.1, 4, -8, 9, -0.2, 2.7, 1.1, 0.9, -0.1
